KDM5B inhibitor: Primary screen for KDM5B Histone Demethylases FDH-coupled qHTS; 220,000 compounds, 2.6% hits; Potency, µM (doses to about 57.7 µM), inactives show at the highest dose activity change, negative = inhibition, hits mostly inhibitors; KDM5B demethylase, FDH-coupled NADH fluorescence (FDH is formaldehyde dehydrogenase); active = well fitted inhibition curve with a large enough effect; inconclusive = small, poorly fitted or top-dose-only effect; inactive = no such curve, though single readings can be large or run the other way; note: 0% is about no effect; nearly all actives have a fitted effect of over 70% in size
Target sequence (Q9UGL1 whole entry, looked up): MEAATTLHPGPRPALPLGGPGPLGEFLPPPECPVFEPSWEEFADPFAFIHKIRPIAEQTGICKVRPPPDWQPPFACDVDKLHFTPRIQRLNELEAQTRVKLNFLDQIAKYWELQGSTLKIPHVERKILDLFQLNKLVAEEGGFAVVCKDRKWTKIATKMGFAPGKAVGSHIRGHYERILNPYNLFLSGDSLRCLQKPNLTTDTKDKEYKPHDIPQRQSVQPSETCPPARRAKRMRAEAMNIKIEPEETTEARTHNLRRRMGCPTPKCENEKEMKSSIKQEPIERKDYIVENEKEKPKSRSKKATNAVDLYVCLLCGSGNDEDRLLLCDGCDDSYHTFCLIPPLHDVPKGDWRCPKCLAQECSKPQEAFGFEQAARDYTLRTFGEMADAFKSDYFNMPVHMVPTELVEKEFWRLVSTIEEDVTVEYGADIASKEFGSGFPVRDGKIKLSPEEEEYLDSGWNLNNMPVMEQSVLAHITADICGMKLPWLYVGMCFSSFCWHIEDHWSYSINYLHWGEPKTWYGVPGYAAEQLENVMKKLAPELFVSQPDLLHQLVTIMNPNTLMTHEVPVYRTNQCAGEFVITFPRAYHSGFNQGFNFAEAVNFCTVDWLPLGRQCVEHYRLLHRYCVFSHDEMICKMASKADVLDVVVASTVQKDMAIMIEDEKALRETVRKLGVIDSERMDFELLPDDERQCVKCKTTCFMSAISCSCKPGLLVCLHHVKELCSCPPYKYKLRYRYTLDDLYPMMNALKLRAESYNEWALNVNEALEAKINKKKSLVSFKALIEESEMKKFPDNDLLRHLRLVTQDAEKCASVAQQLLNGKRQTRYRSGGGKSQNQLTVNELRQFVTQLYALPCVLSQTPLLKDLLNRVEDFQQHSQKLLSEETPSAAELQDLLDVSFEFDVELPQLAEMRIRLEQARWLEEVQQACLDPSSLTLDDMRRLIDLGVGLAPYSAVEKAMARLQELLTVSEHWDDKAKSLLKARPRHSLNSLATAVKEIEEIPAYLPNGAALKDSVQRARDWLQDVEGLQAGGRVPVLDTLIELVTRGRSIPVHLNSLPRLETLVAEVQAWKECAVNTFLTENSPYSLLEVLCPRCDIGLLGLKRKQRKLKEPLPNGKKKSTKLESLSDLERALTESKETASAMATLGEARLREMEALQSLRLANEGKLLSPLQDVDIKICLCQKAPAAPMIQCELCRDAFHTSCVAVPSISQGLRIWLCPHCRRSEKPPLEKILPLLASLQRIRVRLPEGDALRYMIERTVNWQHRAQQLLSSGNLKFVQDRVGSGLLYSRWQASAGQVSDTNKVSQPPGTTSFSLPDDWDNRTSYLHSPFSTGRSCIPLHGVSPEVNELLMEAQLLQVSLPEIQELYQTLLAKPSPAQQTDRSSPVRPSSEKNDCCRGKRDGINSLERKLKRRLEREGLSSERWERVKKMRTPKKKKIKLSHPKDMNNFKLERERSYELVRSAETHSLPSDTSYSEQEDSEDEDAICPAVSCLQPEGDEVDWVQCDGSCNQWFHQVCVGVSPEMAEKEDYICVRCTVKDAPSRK
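Coupled FDH/NAD⁺ fluorescence readout. KDM5BΔAP 200 nM final; compound titration, 10 min RT preincubation; substrate mix 12.5 µM H3K4me3, 25 µM 2-OG, 50 µM Fe(II), 100 µM ascorbate, 0.25 mM NAD⁺, 0.25 U/mL FDH; ΔRFU over 30 min.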
An asterisk follows results filed as active; ? = inconclusive; & = joins results of further samples; [ ] = dose if it differs, or a comment. Potency is the fitted concentration of half-maximal effect.

entry | KDM5B inhibitor | compound
1 | 1% | Cc1cc(C(=O)CN2CCN(CC(=O)Nc3cccc(F)c3)CC2)c(C)n1CCc1cccs1
2 | 12% | Cc1cc(F)ccc1S(=O)(=O)Nc1cccc(N2CCCS2(=O)=O)c1
3 | 28µM* | O=C(OCc1ccccc1)N1CCC2(CC1)C(=NC1CCCCC1)NC(=O)N2c1cccnc1
4 | ? | Cc1ccc(Cl)cc1-n1ncc2c(N3CCC(C)CC3)ncnc21
5 | 4% | Cc1ccccc1-n1ncc2c1CC(C)(C)CC2NC(=O)CN1CCCC1=O (stereo not given)
6 | -23% | Cc1noc([C@@H]2CC(F)(F)CN2S(=O)(=O)c2cn(C)cn2)n1
7 | -9%&8% | Cc1oc(-c2ccccc2Cl)nc1CSc1nc2ncccc2[nH]1
8 | 6% | COc1cc(CC(=O)OCC(=O)Nc2ccccc2OC(F)F)cc(OC)c1OC
9 | -20%[86.2 µM] | CC(=O)NC[C@@H]1C=C(C)[C@H](CC(=O)NCc2cccnc2)C[C@H]1C(C)C
10 | ? | COC1CCCN(C(=O)c2cc(-c3cccc(N(C)C)c3)cc3ncn(C)c23)C1 (stereo not given)

Continued.
entry | KDM5B inhibitor | compound
11 | ? | Cc1ccc(-n2ncc3c(Nc4cccc(C)c4C)ncnc32)cc1
12 | 8% | COc1ccc(NC(=O)NCC2Cn3cccc3C(=O)N2C)cc1 (stereo not given)
13 | 15% | CCNCc1ccc(-c2ccc(F)cc2)o1
14 | 1% | COc1ccc(OC)c(S(=O)(=O)NCCc2csc3nc(-c4ccccc4)nn23)c1
15 | ? | COc1ccc(CN2C=C(C(=O)OCc3noc(-c4ccco4)n3)C(C)=NS2(=O)=O)cc1
16 | 3% | CCOc1ccccc1C(=O)Nc1ccccc1C(C)CC (stereo not given)
17 | -21% | CC(C)c1ccc(CNC(=O)c2cc3n(n2)CC(c2ccc(Cl)cc2)OC3)cc1 (stereo not given)
18 | ? | CCOc1ccc2cc(-c3csc(Nc4ccc(C)cc4)n3)c(=O)oc2c1
19 | 27% | Cc1noc(NC(=O)c2ccc(Br)o2)n1
20 | 26% | O=C(CSc1ncnc2ccccc12)N(C1CCCC1)C1CCS(=O)(=O)C1 (stereo not given)

(next part)
entry | KDM5B inhibitor | compound
21 | ? | CCCCCCn1nc(C(=O)Nc2nc(-c3ccc(NC(C)=O)cc3)cs2)c2ccccc2c1=O
22 | 17% | COc1ccc(CCNC(=O)c2ccc3c(c2)CCC(=O)N3)cc1OC
23 | 10% | COc1ccc(NC(=O)CCc2nnc3ccc(NCc4ccccc4Cl)nn23)cc1
24 | 8% | Cc1ncoc1C(=O)N1CCCn2ccnc2C1c1ccccc1 (stereo not given)
25 | -9% | CCC1CCCCN1C(=O)Cn1c(-c2ccccc2)nc(C)cc1=O (stereo not given)
26 | -9% | CCN(Cc1ccncc1)C(=O)c1cc(CN2CCC(Cc3ccccc3)CC2)on1
27 | ? | O=C(Nc1cc2ccc(O)cc2oc1=O)c1ccccc1
28 | 2% | Cc1ccc(C(CCNCc2ccccc2)c2ccco2)cc1 (stereo not given)
29 | -9% | CCOc1ccc(-c2cc(CCCC(=O)NCCc3ccc(SC)cc3)no2)cc1
30 | 63%[activator] | OC1(CNC2CCN(Cc3cc(F)cc(F)c3)CC2)CNCCOC1 (stereo not given)

The last 6 compounds of the part above open the next one:
entry | KDM5B inhibitor | compound
25 | -9% | CCC1CCCCN1C(=O)Cn1c(-c2ccccc2)nc(C)cc1=O (stereo not given)
26 | -9% | CCN(Cc1ccncc1)C(=O)c1cc(CN2CCC(Cc3ccccc3)CC2)on1
27 | ? | O=C(Nc1cc2ccc(O)cc2oc1=O)c1ccccc1
28 | 2% | Cc1ccc(C(CCNCc2ccccc2)c2ccco2)cc1 (stereo not given)
29 | -9% | CCOc1ccc(-c2cc(CCCC(=O)NCCc3ccc(SC)cc3)no2)cc1
30 | 63%[activator] | OC1(CNC2CCN(Cc3cc(F)cc(F)c3)CC2)CNCCOC1 (stereo not given)
31 | 25% | O=C(CSc1nc(-c2ccccc2)[nH]c1-c1ccccc1)Nc1ccc2c(c1)OCO2
32 | 7% | COCCNC(=O)CSc1nc2cc3c(cc2c(=O)n1CCCC(=O)NCc1ccc2c(c1)OCO2)OCO3
33 | -4% | CCOc1ccc(NS(=O)(=O)c2ccc3c(c2)N(CC(=O)OC)C(=O)CS3)cc1
34 | -21% | O=C(CCOc1ccccc1)N[C@@H]1CCNC[C@H]1O
35 | 3% | COc1ccccc1NC(=O)CC1CCCN(c2cnn(CC3CC3)c(=O)c2)C1 (stereo not given)
36 | -23% | COc1ccc(NC(=O)NC2COc3ccccc3C2)cc1Cl (stereo not given)
37 | -12% | CCOc1ccc(CNS(=O)(=O)c2ccc(-c3coc(C)n3)cc2)cc1
38 | -9% | CCOc1ccc(NC(=O)c2ccc(F)c(S(=O)(=O)NCc3ccc4c(c3)OCO4)c2)cc1
39 | 7% | CC(C)NC(=O)C1CCN(C(=O)c2cnn(-c3ccccc3)c2-n2cccc2)CC1
40 | ? | Cc1ccc(C(=O)NCCc2ccc(Cl)cc2)cc1-n1c(C)nc2cccnc21

The list goes on.
entry | KDM5B inhibitor | compound
41 | 7% | CN1CCN(C(=O)c2cnc(-c3ccccn3)nc2)[C@H]2CS(=O)(=O)C[C@H]21
42 | ? | CCOc1ccc(S(=O)(=O)NCCc2cn3ccccc3n2)cc1
43 | 10% | N=c1sccn1CC(=O)Nc1ccc(Cl)cc1[N+](=O)[O-]
44 | -17% | COc1ccc(CNC(=O)CS(=O)(=O)c2cccc3nsnc23)cc1
45 | -13% | N#CC1(C(=O)OCC(=O)Nc2ccc(N3CCOCC3)cc2)CCCC1
46 | ? | CCCCOc1ccc(C(=O)N2CCC[C@H]2c2nc(-c3ccc(OC)cc3)no2)cc1
47 | -2% | CCN1CCN(C(=O)c2cnc(N3CCOCC3)c3ccccc23)CC1
48 | ? | CCn1c(=O)n(-c2ccc(F)c(Cl)c2)c(=O)c2sc3ccccc3c21
49 | -5% | CC(C)NC(=O)C(=O)N1CCN(c2ccnc3c(F)ccc(F)c23)CC1
50 | -6% | CC1CCN(S(=O)(=O)c2ccc(NC(=O)c3cc(=O)c4cc(Cl)ccc4o3)cc2)CC1

Next section
entry | KDM5B inhibitor | compound
51 | -11% | O=C(Nc1cccc(Br)c1)C1CCN(S(=O)(=O)Cc2ccccc2)CC1
52 | 14% | COc1cc(NC(=O)Nc2ccc(F)c(-c3nnc(-c4ccccc4)o3)c2)cc(OC)c1OC
53 | 0% | COc1ccccc1-c1nnc(SC(C(=O)N2CCOCC2)c2ccccc2)n1C1CCCCC1 (stereo not given)
54 | 14% | COCCNC(=O)Cc1nn(C)c(=O)c2ccccc12
55 | 6% | CNC(=O)c1nn(CC(=O)NCCc2ccc(F)cc2)c(=O)c2ccccc12
56 | ? | COc1ccc2c(COC(=O)c3ccc(OCC4CCCO4)cc3)cc(=O)oc2c1 (stereo not given)
57 | 4% | Cc1c(NC(=O)Nc2ccc(Cl)cc2Cl)c(=O)n(-c2ccccc2)n1C
58 | ? | COc1ccc2c(c1)c(C(=O)N/N=C/c1cccc(Br)c1)c(C)n2C
59 | -9% | O=C(NC1CCN(c2cc(C(F)(F)F)ncn2)CC1)c1cccc(Cl)c1
60 | -2% | CCS(=O)(=O)N1CC(=O)N(c2cccc(C)c2C)C(C)(C(=O)NC2CCCCC2)C1 (stereo not given)

(listing goes on)
entry | KDM5B inhibitor | compound
61 | 17% | COc1ccc(C(NC(=O)COc2ccccc2)c2nccn2C)cc1 (stereo not given)
62 | ? | O=C(c1cnc2sccn2c1=O)N1CCn2nc(C(O)C3CC3)cc2C1 (stereo not given)
63 | -17% | O=C(Nc1nc(-c2ccc(F)c(F)c2)cs1)C1CCCN(C(=O)c2ccoc2)C1 (stereo not given)
64 | -15% | CCn1ncc(C(=O)N2C[C@@H](COc3ccccc3)[C@H](C(N)=O)C2)c1C
65 | -19% | CCN1CC(c2ccccc2)CC2(CCN(Cc3cnc(SC)nc3)CC2)C1 (stereo not given)
66 | 27% | Cc1ccc(NC(=O)CCC(=O)OC(C)C(=O)c2ccccc2)cc1 (stereo not given)
67 | -13%[86.2 µM] | Cc1ccc2nc(C3CCCN(Cc4ccccc4)C3)[nH]c(=O)c2c1 (stereo not given)
68 | 4% | c1csc(-c2nnc3n2C2(CCCC2)Cc2ccccc2-3)c1
69 | 4% | CCCCn1c(N)c(N(CCOC)C(=O)c2cc3c(s2)CCCCC3)c(=O)[nH]c1=O
70 | -21% | CS(=O)(=O)N1CCCN(C(=O)c2cccs2)CCNC(=O)CC1c1ccccc1 (stereo not given)

Remaining list, next part
entry | KDM5B inhibitor | compound
71 | -8% | CN(C)C1(CNC(=O)COc2ccc([N+](=O)[O-])cc2)CCCCC1
72 | 7% | Cc1cc2c(cc1S(=O)(=O)N(C)CC(=O)Nc1cccc(C#N)c1)OCC(=O)N2
73 | -12% | COc1ccccc1NC(=O)c1c(OC)cc(=O)n2c1CCCC2
74 | -9% | CN(C)Cc1nnc(-c2ccc(Br)o2)o1
75 | ? | CCOC(=O)N1CCC(NC(=O)c2cc3cc(C)ccc3[nH]2)CC1
76 | 25µM* | CCOc1ccc(C2Cn3nnc(-c4nc(-c5ccccc5OCC)no4)c3CO2)cc1 (stereo not given)
77 | -12% | CCCCCCC(C)NCc1cccc2ccccc12 (stereo not given)
78 | -8% | CCOC(=O)c1c(C)[nH]c(CCC(=O)NCc2ccc(F)cc2)c1C
79 | -20% | Clc1cccc(-c2noc3ncnc(NC4CCCCC4)c23)c1
80 | 2% | CC(=O)C1(C)N(O)C(C)(C)C(c2ccc(Cl)c(C)c2)=[N+]1[O-] (stereo not given)

(next part)
entry | KDM5B inhibitor | compound
81 | -19% | Cc1ccccc1NC(=O)CCC(=O)N1CCSc2ccccc21
82 | -10% | Cc1ccc(S(=O)(=O)N2CCC(C(=O)NCc3cnn(-c4ccccc4)c3)CC2)cc1C
83 | 10% | FC(F)(F)c1cccc(CSc2nc(-c3ccccc3)c3ccccc3n2)c1
84 | -26% | O=C(OCc1ccco1)c1ccc2c(c1)N(Cc1cccc(F)c1)C(=O)c1ccccc1S2
85 | -11% | CCOC(=O)c1c(C)c(-c2ccccc2)n(CC(=O)NCCN2CCCCC2CC)c1C (stereo not given)
86 | 26% | COc1coc(C(=O)NCCC2CN(c3cnn(C)c(=O)c3)CCO2)cc1=O (stereo not given)
87 | 40% | CC(C)(C)c1ccc2oc(CNC(=O)CN3C(=O)CNC3=O)nc2c1
88 | -22%[86.2 µM] | CC(C)NC(=O)N[C@H]1C[C@H]2C(=O)NC[C@@H](CCC(=O)N3CCCC3)N2C1
89 | ? | O[C@@H]1CO[C@H]2[C@@H]1OC[C@@H]2n1nnnc1-c1ccc(-c2ccccc2)cc1
90 | -29% | O=C(NC1CC(=O)N(c2cccc(F)c2)C1)c1cc2ccccc2o1 (stereo not given)

Two of the compounds above, as tab-separated lines.
nr	Structure	KDM5B inhibitor
90	O=C(NC1CC(=O)N(c2cccc(F)c2)C1)c1cc2ccccc2o1 (stereo not given)	-29%
84	O=C(OCc1ccco1)c1ccc2c(c1)N(Cc1cccc(F)c1)C(=O)c1ccccc1S2	-26%

The results go on.
entry | KDM5B inhibitor | compound
91 | ? | Cc1cc(N2CCC(NCc3noc(C)n3)CC2)nc(-c2ccccc2O)n1
92 | -31% | Cc1ccc(-c2ncc(NC(=O)Cc3ccccc3C)cn2)cc1
93 | ? | Cc1ccc(CN2CCCN(Cc3c(C)cc(C)cc3C)S2(=O)=O)cc1
94 | -18% | Cc1nc2ccc(C(=O)NCC3CCN(C(C)C)C3)cc2nc1C (stereo not given)
95 | -10% | Cc1cccc(-c2noc(CCC(=O)N3CCc4c(nc(C)[nH]c4=O)C3)n2)c1
96 | -13% | CN(C)[C@@H]1CN(C(=O)c2cccn2C)CC[C@]1(O)c1ccccc1
97 | -6% | O=C(NC(C(=O)c1ccccc1)N1CCCCC1)c1cccs1 (stereo not given)
98 | 6% | Cc1ccc(C)c(N2CCN(C(=O)Cn3ncc4c(=O)oc5ccccc5c43)CC2)c1
99 | -7% | CCc1nc(-c2c3n(c(=O)n(Cc4cc(F)cc(F)c4)c2=O)CCCC3)no1
100 | -29% | Cc1ccccc1N1Cc2c(NCc3ccc4c(c3)OCO4)ncnc2N(C)CC1=O

Continued:
entry | KDM5B inhibitor | compound
101 | -3%[149 µM] | O=C(O)C1=NOC2CN(C(=O)C3CCCCC3)CC12 (stereo not given)
102 | 20% | CN(CC(=O)N1CCC2(CC1)CN(CC(=O)O)C(=O)O2)Cc1cccnc1
103 | ? | O=C(NCc1ccccc1)c1ccc(Cn2c(=O)c3cccn3c3cccnc32)cc1
104 | -13% | Cc1cccc(C(=O)N2CCC(Cc3nc(-c4cnccn4)no3)CC2)c1
105 | 11% | CC(=O)Nc1ccc2oc(-c3ccc(C)c(Cl)c3)nc2c1
106 | -5% | COCC(C)NC(=O)CSc1nc2ccccc2nc1C (stereo not given)
107 | 13% | Cc1ccc(-c2nc(CS(=O)Cc3ccccc3)co2)cc1 (stereo not given)
108 | -19% | O=C(C1CC(=O)N(c2n[nH]c3cccc(F)c23)C1)N1CCN(c2ccccc2)CC1 (stereo not given)
109 | 16% | COC(=O)C(N)Cc1ccc2ccccc2c1 (stereo not given)
110 | -24% | O=C(NC1CCCN(CCc2ccccc2)C1)C1(Cn2cccn2)CC1 (stereo not given)
111 | 24% | CCCC12CN(C(C)=O)CC(CCC)(CN(C(C)=O)C1)C2=O
112 | ? | CCOc1ccc(CCNC(=O)c2cn(C)c3ccc(S(=O)(=O)N4CCCCC4)cc3c2=O)cc1OCC
113 | -24%[86.2 µM] | O=C(Nc1ncc(-c2cccc(F)c2)c2c1OCC2)c1c[nH]c2ccccc12

Quoted from the listing.
Result of cpd 106 under KDM5B inhibitor: -5%
Result of cpd 102 under KDM5B inhibitor: 20%
Result of cpd 113 under KDM5B inhibitor: -24%[86.2 µM]
Result of cpd 105 under KDM5B inhibitor: 11%
Result of cpd 109 under KDM5B inhibitor: 16%

Not all compounds are listed; the hit share may differ from the screen's.
